# aGal spleen mod: qHTS Assay for Inhibitors and Activators of Human alpha-Galactosidase From Spleen Homogenate; Alpha-galactosidase A (Homo sapiens), P06280; human spleen homogenate, 4MU-alpha-Gal fluorescence, 40 min; Potency, µM (doses to about 80 µM), inactives show at the top dose activity change, negative = inhibition, hits mostly inhibitors; 0.008% of 240,000 active; AID 2107, 2009;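 note: 0% = enzyme with vehicle and -100% = no enzyme basal signal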
#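 Fluorogenic readout (Ex 365/Em 440 nm) of 4-methylumbelliferone released from 1 mM 4-MU-alpha-galactoside by spleen homogenate, 40 min at 37C, pH 5.0. Data normalized to no-enzyme and enzyme controls; Hill-equation AC50 from compound titrations.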
# TR SRC2 fluor cs: Total Fluorescence Counterscreen for Inhibitors of the Interaction of Thyroid Hormone Receptor and Steroid Receptor Coregulator 2. 0.29% of 280,000 active. Potency, µM (top dose mostly 106 µM), inactives show top-dose fluorescence change, negative = quenching. AID 1479, 2009. TRb/SRC2 Texas Red total fluorescence interference; active = well fitted curve in either direction with a large enough effect; inconclusive = small, poorly fitted or top-dose-only effect
#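 Human TRβ ligand-binding domain (0.6 uM) and Texas Red SRC2 peptide (20 nM) in Tris buffer with 1 uM T3 and 5% DMSO were incubated with pinned compound for 5 hr at ambient temperature. Total fluorescence was computed as S + 2P (555/632 nm).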
# ALDH1A1 inh: qHTS Assay for Inhibitors of Aldehyde Dehydrogenase 1 (ALDH1A1); AID 1030, 2008; Purified ALDH1A1, NADH fluorescence, propionaldehyde substrate; Potency, µM (doses to about 75.3 µM), inactives show top-dose activity, negative = inhibition, actives largely listed as inhibitors; Aldehyde dehydrogenase 1A1 (Homo sapiens), P00352; 7.3% of 220,000 active; active = well fitted inhibition curve with a large enough effect, not every such curve was filed as active; inconclusive = small, poorly fitted or top-dose-only effect, or another doubt; inactive = no such curve, though single readings can be large or run the other way;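 note: plate controls were no enzyme wells and a reference inhibitor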
# Tau fluor cs: Counterscreen qHTS for Inhibitors of Tau Fibril Formation, Fluorescence Polarization. tau K18 P301L Alexa594 fluorescence, heparin fibrillization. Potency, µM (top dose mostly 57.7 µM), for inactives: at the highest dose activity change, negative = decrease. 0.93% of 280,000 active; note: nearly all actives have a fitted effect of over 55% in size
#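 Human tau K18 P301L (15 uM unlabeled, 0.24 uM Alexa 594-labeled) in 100 mM sodium acetate pH 7 with 20 uM heparin, 6 hr at 37 C. ThT 30 uM added, 1 hr ambient; Alexa 594 FP and total fluorescence read at 555/632 nm.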
# Tau fibril ThT: qHTS for Inhibitors of Tau Fibril Formation, Thioflavin T Binding; Microtubule-associated protein tau (Homo sapiens), P10636; AID 1460, 2008; Potency, µM (top dose mostly 57.4 µM), for the others: at the highest dose activity, negative = inhibition, usual class: inhibitors; recombinant tau K18 P301L (four-repeat tau fragment), heparin-induced fibrillization, ThT fluorescence; 2.1% of 270,000 active; note: nearly all actives have a fitted effect of over 55% in size
# Target sequence (P10636 561-689 P618L limits assumed): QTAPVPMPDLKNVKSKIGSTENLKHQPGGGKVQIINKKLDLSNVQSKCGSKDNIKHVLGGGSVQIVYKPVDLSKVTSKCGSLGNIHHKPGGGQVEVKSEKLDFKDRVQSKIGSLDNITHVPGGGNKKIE
#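 Heparin-induced fibrillization of the P301L-mutant K18 repeat-domain fragment of human tau was followed by ThT binding in quantitative high-throughput format.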
# L3MBTL1 inh: qHTS Assay for the Inhibitors of L3MBTL1; AlphaScreen L3MBTL1–H3K9me1 peptide binding; Potency, µM (series often up to 57.1 µM), for the others: top-dose activity, negative = inhibition, usual class: inhibitors; 0.66% of 230,000 active; AID 485360, 2010; note: nearly all actives have a fitted effect of over 60% in size
# Target sequence (Q9Y468 whole entry, looked up): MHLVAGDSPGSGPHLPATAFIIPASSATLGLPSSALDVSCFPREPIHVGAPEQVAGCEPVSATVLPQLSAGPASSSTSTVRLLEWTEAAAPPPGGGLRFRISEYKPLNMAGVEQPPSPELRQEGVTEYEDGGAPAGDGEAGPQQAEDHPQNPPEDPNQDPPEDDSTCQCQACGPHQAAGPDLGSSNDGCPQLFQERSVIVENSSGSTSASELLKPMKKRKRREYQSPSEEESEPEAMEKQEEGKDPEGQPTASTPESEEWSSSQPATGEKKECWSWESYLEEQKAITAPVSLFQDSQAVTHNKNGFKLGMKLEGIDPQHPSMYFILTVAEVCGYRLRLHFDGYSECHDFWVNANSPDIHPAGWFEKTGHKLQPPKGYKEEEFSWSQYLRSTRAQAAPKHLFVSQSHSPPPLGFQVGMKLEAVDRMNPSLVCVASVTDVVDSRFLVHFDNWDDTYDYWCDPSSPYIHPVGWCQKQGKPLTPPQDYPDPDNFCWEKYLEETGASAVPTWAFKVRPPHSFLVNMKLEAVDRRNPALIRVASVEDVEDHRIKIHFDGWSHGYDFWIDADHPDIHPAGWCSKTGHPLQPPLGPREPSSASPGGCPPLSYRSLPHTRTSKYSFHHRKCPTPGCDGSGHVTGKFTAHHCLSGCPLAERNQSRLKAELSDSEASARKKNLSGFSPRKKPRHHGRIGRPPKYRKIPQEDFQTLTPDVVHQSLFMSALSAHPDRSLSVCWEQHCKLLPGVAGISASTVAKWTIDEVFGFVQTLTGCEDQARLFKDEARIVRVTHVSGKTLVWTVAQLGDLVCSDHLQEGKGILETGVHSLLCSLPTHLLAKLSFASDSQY
#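 L3MBTL1 (50 nM) pre-complexed 30 min with biotinylated H3(1-15)K9me1 peptide (75 nM), then compounds added for 30 min at room temperature; AlphaScreen streptavidin donor/nickel chelate acceptor beads (10 ug/mL final) read after 30 min dark incubation.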
# TRb-SRC2 inh: qHTS for Inhibitors of the Interaction of Thyroid Hormone Receptor and Steroid Receptor Coregulator 2; TRbeta-SRC2 peptide binding, fluorescence polarization; receptor liganded with 1 µM T3; Potency, µM (doses to about 106 µM), inactives show at the highest dose activity change, negative = inhibition, most hits filed as inhibitors; 0.065% of 280,000 active; AID 1469, 2008;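 note: plate controls were bound peptide for no effect and peptide without receptor for full effect; nearly all actives have a fitted effect of over 50% in size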
#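 Human TRb ligand-binding domain (0.6 uM) is mixed with 20 nM Texas Red SRC2 peptide and 1 uM T3; after compound addition and 5 hr at ambient temperature, polarization is measured and normalized to unbound and bound controls.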
# Tau FP inhib: qHTS for Inhibitors of Tau Fibril Formation, Fluorescence Polarization | Microtubule-associated protein tau (Homo sapiens), P10636 | K18 P301L tau heparin fibrillization, Alexa594 FP, 6 h | Potency, µM (series often up to 57.7 µM), inactives show top-dose activity, negative = inhibition, most hits filed as inhibitors | 0.39% of 280,000 active; note: nearly all actives have a fitted effect of over 55% in size
#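 Quantitative HTS format: compounds meet 15 uM recombinant K18 P301L tau and Alexa 594-tau tracer in 100 mM sodium acetate pH 7; 20 uM heparin triggers fibrillization at 37 C over 6 hr; FP gives the signal.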
# Numbers without * were called inactive; ? = inconclusive; · = not tested or not shown; & = joins results of further samples; [ ] = remark or other dose. Unless noted, calls come from the whole dose curve; as a rule, active = well fitted curve in the direction sought with a large enough effect; inconclusive = small, poorly fitted or top-dose-only effect, or another doubt; inactive = no such curve, though single readings can be large; an effect the other way counts as inactive or inconclusive. Unless noted, % is set by controls: 0 for no effect and ±100 for the full control effect; potency is the fitted concentration of half-maximal effect.
molecule	aGal spleen mod	TR SRC2 fluor cs	ALDH1A1 inh	Tau fluor cs	Tau fibril ThT	L3MBTL1 inh	TRb-SRC2 inh	Tau FP inhib
Cc1nc2cc(F)ccc2n1C1CCN(S(=O)(=O)c2ccccc2)CC1	-2%	-2%	-5%	0%	1%	·	3%	-9%
CCCC(=O)NC(=S)Nc1ccc(N2CCOCC2)c(Cl)c1	-4%	0%	0%	-10%	-8%	-7%	-6%	8%
CN1CCCN(C(c2ccccc2)c2ccc(Cl)cc2)CC1 (stereo not given)	-21%&3%	-2%&-2%	-7%	-10%&-12%	-11%&-12%	-16%	-8%&4%	4%&-7%
CC1(C)Cc2c(sc3c2c(=N)n(Cc2ccco2)c(=O)n3Cc2ccc(F)cc2)CO1	2%	-1%	?	-4%	-13%	-15%	-2%	0%
COC(=O)CCCCC(=O)OC	1%	2%[201 µM]	-6%	·	·	4%	-5%[201 µM]	·
CCOC(=O)c1cc(C)n(CC2CCC(C(=O)Nc3ccccc3OC)CC2)c1C (stereo not given)	·	-2%	·	-7%	-3%	·	-2%	8%
CCOC(=O)N1CCC(N2CCN(S(=O)(=O)c3ccc(OC)cc3)CC2)CC1	4%	1%	?	4%	7%	-3%	-2%	-6%
COc1ccc2c(c1)c1c(c(=O)n(-c3ccc(C)cc3)c(=O)n1CC(=O)Nc1cc(C)ccc1C)n2C	·	-3%	·	1%	8%	·	4%	-5%
CCN(CC(=O)Nc1cccc(C#N)c1)CC(=O)Nc1cccc(OC)c1	5%	0%	-2%	-6%	9%	4%	1%	-5%
Cc1ccc(NC(=O)CSc2nc(-c3ccc(F)cc3)nc3c2Cc2c(CO)cnc(C)c2O3)cc1C	·	0%	·	-3%	2%	·	6%	3%
O=C(Nc1ccc2c(c1)oc1ccccc12)c1ccc(Br)o1	2%	-8%	11%	-15%	-3%	-11%	-14%	0%
Nc1ccc(N=Nc2ccc(N)cc2)cc1	-1%	3%	-15%	-20%	11µM*	?	-5%	1%
CC(=O)c1ccc(NC(=O)C(C)Sc2ccccn2)cc1 (stereo not given)	7%	1%	?	-1%	?	-10%	3%	8%
COc1cccc(NC(=O)CSc2nc3c([nH]c4ccccc43)c(=O)n2C)c1	0%	0%	1%	-20%	-2%	7%	1%	-5%
Cc1ccc(-n2nc(C)c3c2OC(N)=C(C#N)C3c2ccco2)cc1 (stereo not given)	0%	-3%	1.6µM*	?	25µM*	?	-12%	-11%
O=C(COC(=O)CN1C(=O)C2CCCCC2C1=O)Nc1ccc(S(=O)(=O)N2CCOCC2)cc1 (stereo not given)	2%	-2%	-3%	-4%	-5%	9%	-7%	-15%
CCOc1ccc(CCNC(=O)c2oc3c(c2C)-c2[nH]ncc2CC3)cc1OCC	-4%	0%	10%	-13%	?	?	-5%	-4%
CCOC(=O)c1c(S(=O)(=O)N2CCCC(C(=O)NCc3ccc(Cl)cc3)C2)c(C)n(C)c1C (stereo not given)	·	-10%	·	0%	4%	·	0%	6%
Cn1c2ccccc2c2cnn(CC(=O)Nc3cccc(F)c3)c(=O)c21	3%	0%	·	-9%	·	·	3%	?
Cc1ccc(O)c(-c2cc(C(=O)NCc3ccc4c(c3)OCO4)[nH]n2)c1	6%	-2%	?	?	-20%	0%	-2%	?

# The final 2 entries of the section before open the next one:
molecule	aGal spleen mod	TR SRC2 fluor cs	ALDH1A1 inh	Tau fluor cs	Tau fibril ThT	L3MBTL1 inh	TRb-SRC2 inh	Tau FP inhib
Cn1c2ccccc2c2cnn(CC(=O)Nc3cccc(F)c3)c(=O)c21	3%	0%	·	-9%	·	·	3%	?
Cc1ccc(O)c(-c2cc(C(=O)NCc3ccc4c(c3)OCO4)[nH]n2)c1	6%	-2%	?	?	-20%	0%	-2%	?
COC(=O)C1=C(C)NC(=O)/C1=C\c1cc(C)n(-c2cc(C)cc(C)c2)c1C	-6%	3%	-13%	?	20µM*	·	2%	1%
Cc1ccc(NS(=O)(=O)c2ccc3c(c2)CCN3C(=O)C2CC2)c(C)c1	·	-1%	·	-26%	-20%	·	0%	0%
CC1(C)CC(=O)C(C=NCCN2CCN(CCc3ccccc3)CC2)=C(O)C1	6%	-5%	-6%	-4%	-5%	1%	4%	1%
CCOC(=O)Cn1nnnc1C	-3%	1%	3%	-10%	-8%	·	-6%	-3%
COCCCN1CN=C(Nc2nc3ccccc3o2)NC1	12%	-2%	1%	7%	4%	11%	-3%	2%
Cc1cc(C)c(S(=O)(=O)NCCCn2ccnc2)c(C)c1	3%	-15%	9%	2%	3%	5%	0%	-3%
O=C(CSc1ccsc1[N+](=O)[O-])N1CCCCCC1	-6%	0%	?	-19%	?	·	-1%	-2%
COC(=O)[C@@H](N)CS	3%	0%&-6%	3.2µM*	-28%	14µM*	23%	1%&5%	?
O=C(Nc1ccccc1)N1CCCN(Cc2ccccc2F)C1	1%	0%	2%	-4%	1%	4%	0%	-4%
CCOC(=O)N1CCN(Cc2nc3c(c(=O)n(C)c(=O)n3C)n2Cc2ccccc2)CC1	5%	0%	0.13µM*	-7%	-12%	-13%	0%	-11%
Cc1ccc(NC(=O)c2ccccc2OCC(=O)Nc2cccc(Cl)c2C)nc1	7%	-5%	-4%	1%	4%	1%[11.4 µM]	0%	-5%
Cc1ccc(CNC(=O)CN(c2ccc(C(C)C)cc2)S(=O)(=O)c2c(C)n[nH]c2C)cc1	·	2%	·	?	-17%	·	0%	4%
CN(c1ccccc1)c1ccc(/C=C(\C#N)c2nnc3n2CCCCC3)cc1[N+](=O)[O-]	-10%	2%	?	?	14µM*	?	?	1%
CCc1cc(=O)[nH]c(SCc2nc(-c3ccc(C(F)(F)F)cc3)no2)n1	·	-1%	·	-4%	?	·	4%	-2%
O=C(NCC1CCCO1)c1c[nH]c2ccc(S(=O)(=O)Nc3cccc(C(F)(F)F)c3)cc2c1=O (stereo not given)	·	-2%	·	?	6%	·	-3%	?
O=C(c1cccn1-c1nnc(N2CCCC2)s1)N1CCN(c2ccc(F)cc2)CC1	·	-2%	·	-4%	-7%	·	0%	8%
Cc1ccc2c(c1)-c1c(ssc1=S)C(C)(C)N2C(=O)c1ccco1	3%	-5%	10µM*	-23%	?	?	-1%	-1%
COc1ccc(Cn2c(O)c(C=Nc3ccc(C)cc3)c3ccccc3c2=O)cc1	6%	0%	-11%	-11%	1%	1%	-2%	-5%
COc1ccccc1NC(=O)C(Cc1ccccc1)NS(=O)(=O)c1ccc2c(c1)c(=O)n(C)c(=O)n2C (stereo not given)	·	-24%	·	-22%	-14%	·	2%	-4%
Cc1oc(-c2ccc(C(=O)NCc3ccccc3Cl)cc2)nc1CN1CCc2ccccc21	·	-14%	·	?	?	·	1%	?

# Copied from the list:
# Tau fluor cs, `CCc1cc(=O)[nH]c(SCc2nc(-c3ccc(C(F)(F)F)cc3)no2)n1` is entered as -4%
# Tau FP inhib, `CN(c1ccccc1)c1ccc(/C=C(\C#N)c2nnc3n2CCCCC3)cc1[N+](=O)[O-]` is entered as 1%
# Tau FP inhib, `Cc1ccc(CNC(=O)CN(c2ccc(C(C)C)cc2)S(=O)(=O)c2c(C)n[nH]c2C)cc1` is entered as 4%
# Tau FP inhib, `COc1ccccc1NC(=O)C(Cc1ccccc1)NS(=O)(=O)c1ccc2c(c1)c(=O)n(C)c(=O)n2C` (stereo not given) is entered as -4%
# TRb-SRC2 inh, `Cc1oc(-c2ccc(C(=O)NCc3ccccc3Cl)cc2)nc1CN1CCc2ccccc21` is entered as 1%
# Tau fluor cs, `CCOC(=O)N1CCN(Cc2nc3c(c(=O)n(C)c(=O)n3C)n2Cc2ccccc2)CC1` is entered as -7%

# Additional structures
# Screens in order: aGal spleen mod	TR SRC2 fluor cs	ALDH1A1 inh	Tau fluor cs	Tau fibril ThT	L3MBTL1 inh	TRb-SRC2 inh	Tau FP inhib
CCCNC(=O)C12CCC(C)(c3nc4cc(C)c(C)cc4nc31)C2(C)C (stereo not given)
→ 3%	-4%	9%	-6%	-10%	12%	8%	5%
CCC(c1nnnn1Cc1ccc(F)cc1)N1CCN(C2CCCCC2)CC1 (stereo not given)
→ -7%	-1%	3%	5%	5%	6%	1%	-6%
O=C(CSc1nc(=O)[nH]c2c1CCCC2)Nc1ccccc1C(F)(F)F
→ ·	1%	·	-3%	-5%	·	-5%	6%
COc1ccc2nc3oc(C(=O)N4CCN(c5cccc(C(F)(F)F)c5)CC4)cc3cc2c1
→ 1%	-4%	-12%	-13%	-17%	-8%	4%	-1%
COc1cccc(CN(Cc2ccccc2F)S(=O)(=O)c2ccc(S(=O)(=O)NCc3ccccc3)cc2)c1
→ -8%	-2%	13%	-14%	3%	6%	-6%	-8%
CCc1ccc2c(c1)cc(CN(C(=S)Nc1ccc(Cl)cc1)C1CC1)c1nnnn12
→ -1%	1%	?	-2%	7%	6%	-5%	12%
Cc1ccc(-c2c(C#N)c(N)nc3c2CCCCCC3)o1
→ -5%	0%	-14%	8%	6%	5%	4%	5%
CCCCOc1c(Br)cc(/C=C2\N=C(C)OC2=O)cc1OCC
→ 5%	-1%	?	-7%	-12%	-2%	-8%	0%

# High-throughput results (PubChem)
